H9c2 TAG inh: triacylglycerol accumulation inhibition. inhibition, % at 12.5 µM. H9c2 cells, Nile Red lipid (TAG) fluorescence; cells loaded with 200 µM oleic acid. AID 651582. 230,000 tested, 0.66% active;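 active = pattern-corrected inhibition of lipid staining of at least 50% with the nuclear-stain viability signal not falling by more than 50%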;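 note: 0% = DMSO wells and 100% = triacsin C control wells; some results filed as inactive read as strong as hits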
H9c2 TAG inh DAPI viability: recorded beside H9c2 TAG inh, whose call it bears; DAPI nuclei signal change (viability), lower = more cytotoxic, %;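 whole-well DAPI fluorescence read on a plate reader as a viability signal; minus 50 percent equals half of cells still viable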
Active calls of the source: *.

Structure,H9c2 TAG inh,H9c2 TAG inh DAPI viability
Cc1ccc(NS(=O)(=O)c2ccc(C)c(C(=O)Nc3ccc(S(=O)(=O)Nc4onc(C)c4C)cc3)c2)cc1,1,2
Cc1ccc(C(=O)CSC2=C(C#N)C(c3ccco3)C3=C(CC(C)(C)CC3=O)N2)cc1 (centres undefined),0,-4
CC1=NCC(C)c2ccccc21 (centres undefined),-4,4
Cc1cc(NC(=O)COc2cccnc2[N+](=O)[O-])no1,-8,11
COC(=O)c1cc(NC(=O)CC(=O)c2cccc(N)c2)cc(C(=O)OC)c1,11,8
O=C(Nc1ccc2c(c1)CCC2)c1cccc(S(=O)(=O)N2CCN(c3ccccc3)CC2)c1,35,-11
O=C(O)c1ccccc1-c1cc2ccccc2[nH]1,-3,4
CCN(CC)c1ccc(S(=O)(=O)N2CCOCC2)cc1NC(=O)CSc1nncn1C,15,-9
Cc1cccc(NC(=O)COc2nsnc2N2CCOCC2)c1,-7,4
O=C(Nc1nnc(-c2ccccc2)s1)c1ccccc1F,-8,5
Oc1ccc(/C=N\Nc2nncc(-c3ccccc3)n2)cc1,9,-3
CCCN(CCC)CCCNc1ccc2nnc(-c3ccc(F)cc3)n2n1,27,-2
CCOC(=O)CNC(=O)C(CO)NC(=O)OCc1ccccc1 (centres undefined),-8,-1
C/C(=N\OC(=O)c1cccc(Cl)c1)c1sc(C)nc1C,4,-12
CCOc1ccc(CCNC(=O)c2cc(C)nn2-c2ccccc2)cc1,5,-11
COc1cccc(CN2CCC2(C)C(=O)NCCc2ccccn2)c1OC (centres undefined),14,-11
CCOC(=O)c1sc(Nc2cccc(Cl)c2)nc1C,5,7
Cc1c(CN2CCC(CO)(CC3CCCCO3)CC2)cnn1C (centres undefined),2,-5
O=C(COC(=O)c1ccc2c(c1)OCCO2)Nc1ccc(F)cc1,3,4
Cc1ccc(C(=O)NC2CC3CCC(C2)N3Cc2ccco2)cc1 (centres undefined),0,3
O=C(CN(Cc1ccco1)C(=O)c1ccc([N+](=O)[O-])cc1)Nc1ccccc1C(F)(F)F,11,86
N#Cc1ccc(OCC(=O)NCC2COc3ccccc3O2)cc1 (centres undefined),6,-5
O=C(CNC(=O)c1ccco1)N=Nc1c(O)n(CCc2ccccc2)c2ccccc12,47,-27
CN(Cc1ccccc1)CC(O)COc1ccc(CNCc2nccn2C)cc1 (centres undefined),-14,31
CCC(C)(C)C1CCC2(CC1)NC(=O)N(CC(=O)NCCc1ccc(OC)c(OC)c1)C2=O (centres undefined),53*,-3.8*

Reformatted: 5 of the compounds above
Second line of a record – H9c2 TAG inh | H9c2 TAG inh DAPI viability
Cc1ccc(C(=O)CSC2=C(C#N)C(c3ccco3)C3=C(CC(C)(C)CC3=O)N2)cc1 (centres undefined)
    0 | -4
CC1=NCC(C)c2ccccc21 (centres undefined)
    -4 | 4
Cc1cc(NC(=O)COc2cccnc2[N+](=O)[O-])no1
    -8 | 11
COC(=O)c1cc(NC(=O)CC(=O)c2cccc(N)c2)cc(C(=O)OC)c1
    11 | 8
O=C(Nc1ccc2c(c1)CCC2)c1cccc(S(=O)(=O)N2CCN(c3ccccc3)CC2)c1
    35 | -11

One compound at a time (already shown):
`Cc1cccc(NC(=O)COc2nsnc2N2CCOCC2)c1` as listed: H9c2 TAG inh = -7; H9c2 TAG inh DAPI viability = 4
`CCCN(CCC)CCCNc1ccc2nnc(-c3ccc(F)cc3)n2n1` as listed: H9c2 TAG inh = 27; H9c2 TAG inh DAPI viability = -2
`O=C(Nc1nnc(-c2ccccc2)s1)c1ccccc1F` as listed: H9c2 TAG inh = -8; H9c2 TAG inh DAPI viability = 5

Continuation:
Structure,H9c2 TAG inh,H9c2 TAG inh DAPI viability
CC1(C)CCc2cc(-c3ccn(S(=O)(=O)c4ccccc4Cl)n3)ccc2O1,-10,13
Cc1ccc(NC(=O)C2CCCN(S(=O)(=O)c3cnc[nH]3)C2)cc1C (centres undefined),5,4
COc1ccc(C(c2sc3nc(C)nn3c2O)N2CCN(CCO)CC2)cc1OC (centres undefined),-13,-10
CN(C)CCCNC(=O)C(=O)Nc1ccc2c(c1)N(S(=O)(=O)c1cccs1)CCC2,19,9
CCOc1cc(/C=N/n2c(C)nnc2C)ccc1O,-2,4
CC1CCCN(C(=O)COC(=O)c2cc(Br)ccc2O)C1 (centres undefined),5,1
CCOC(=O)CCn1cnc2ccc([N+](=O)[O-])cc2c1=O,4,-9
COc1ccccc1OCCNC(=O)c1cc(C2CC2)nc2c1cnn2C(C)C,5,-4
CCOc1ccc(-c2nnc(-c3cccs3)o2)cc1OCC,9,9
O=C(COC(=O)/C=C/c1ccc([N+](=O)[O-])cc1)NCc1ccco1,18,-12
C[C@H](CO)N1C[C@H](C)[C@@H](CN(C)S(=O)(=O)c2ccccc2)Oc2c(NC(=O)Nc3ccc4c(c3)OCO4)cccc2C1=O,4,7
CSc1nc(-c2ccco2)nn1S(=O)(=O)c1ccc(C)cc1,-2,-1
O=c1[nH]cnc2[nH]ncc12,-7,-5
COc1ccc(C(=O)Nc2ccc(Nc3ccccc3)cc2)cc1OC,-6,6
Cc1ccc(NC(=O)CSCC(=O)NC2(C)CCS(=O)(=O)C2)cc1 (centres undefined),-6,6
COc1ccc(C2CCCN2C(=S)Nc2ccc(C)cc2Cl)cc1OC (centres undefined),-4,-7
Cc1c(C(=O)NCc2ccc(F)cc2)sc(=O)n1Cc1ccccc1,-18,4
COC(=O)CSc1nc2ccccn2c(=O)c1C=O,12,15
Cc1ccc(OCC(=O)Nc2nnn(C)n2)c(C)c1,9,0
COC(=O)C1=C(N)Oc2cc(N(C)C)ccc2C1c1ccccc1OC (centres undefined),47,-27
CC(C)(C)c1ccc(NC(=O)CSc2n[nH]c(=O)n2-c2cccnc2)cc1,-2,8
O=C(CCl)Nc1ccccc1C(=O)c1ccccc1,17,-4
Cc1ccc(S(=O)(=O)N2C[C@H]3N(C(=O)OC(C)C)N(C(=O)OC(C)C)C[C@H](OC(=O)NC4CCCC4)[C@@]3(O)C2)cc1,0,-2
N#C/C(=C1\C(=O)Nc2c(Cl)cc(Cl)cc21)c1nnc2n1CCCCC2,-13,-7
CCCNC(=O)C1(C)CCCN(C(=O)c2cccc(C(F)(F)F)c2)C1 (centres undefined),2,-3
Cc1ccc(S(=O)(=O)N2CCN(C(=O)c3ccc(-n4cncn4)c([N+](=O)[O-])c3)CC2)cc1,-13,3
CCCCOP(=O)(c1ccc(N(C)C)cc1)C(O)c1ccc(OC)c(OC)c1 (centres undefined),-10,3
NS(=O)(=O)c1cccc(NC(=O)CSc2nnnn2-c2ccccc2)c1,-5,13
Cc1onc(-c2ccccc2)c1-c1nnc(COC(=O)c2ccc(N(C)C)cc2)o1,-53,0
CN(CC(=O)NCC(=O)Nc1ccc(F)c(F)c1F)C1CCS(=O)(=O)C1 (centres undefined),0,-4
COc1cc(CN2CCC(CO)(Cc3cccc(C(F)(F)F)c3)CC2)ccc1F,12,3
O=C(NCCN1CCOCC1)C1CCN(S(=O)(=O)N2CCCC2)CC1,-5,2
NS(=O)(=O)c1ccc(CNS(=O)(=O)c2ccc3ccccc3c2)cc1,6,-1
Cc1cc(NC(=O)c2cc(-c3ccccc3)on2)no1,2,13
Cc1cccc(-n2cnc3cc(C(=O)NCC4CCCO4)ccc32)c1 (centres undefined),-5,-10
NS(=O)(=O)c1cccc(NC(=O)CSc2n[nH]c(-c3cccs3)n2)c1,-8,31
Cc1ccc(F)cc1C(=O)N1CCCC1(C)C(=O)NCC(C)C (centres undefined),-11,-1
Nc1ccc2oc(C3CCCCC3)nc2c1,-1,-1
CN1CCC(=O)N([C@H](COc2ccccc2)Cc2ccccc2)CC1,7,4
O=S(=O)(/N=C(/Nc1ccccc1F)c1ccccc1)c1ccccc1,12,-6
C=CCNC(=S)N/N=C/c1ccc(C(F)(F)F)cc1,-1,6
CC(C)CNc1ncnc2[nH]ncc12,13,-2
C(=C\n1nnc2ccccc21)/c1ccc[nH]1,-21,-2
COc1ccc(S(=O)(=O)Nc2ccc(-n3cnnn3)cc2)cc1[N+](=O)[O-],7,-5
O=C(NCC1CCCO1)c1cccc(N2CCCC2=O)c1 (centres undefined),-7,6
C=CCn1c(=O)c(C(C)=O)cn(N(C)c2ncc(C(F)(F)F)cc2Cl)c1=O,5,94
O=C(COC(=O)c1cc([N+](=O)[O-])ccc1N1CCOCC1)NCc1ccc(Cl)cc1Cl,-8,4
O=C(CSCc1ccc(F)cc1)Nc1ccc(N2CCOCC2)cc1N1CCOCC1,-3,-2
O=C(c1cccs1)N1CCN(C2CCN(Cc3ccccc3)CC2)CC1,-19,-11
C=CCNC(=S)N/N=C/c1ccc(C)s1,56*,-19*

(further entries)
| SMILES | H9c2 TAG inh | H9c2 TAG inh DAPI viability |
| --- | --- | --- |
| CCN(C(=O)COC(=O)c1cc(OC)c(OC)cc1[N+](=O)[O-])C1CCS(=O)(=O)C1 (centres undefined) | -3 | 5 |
| O=C(C[C@H]1C/C=C\C[C@H](NC(=O)OCC2c3ccccc3-c3ccccc32)C(=O)O[C@@H](c2ccccc2)CNC1=O)NCCO | -22 | -6 |
| CCOC(=O)c1c(-c2ccccc2)[nH]c2ccc(O)cc12 | -11 | -3 |
| Cc1ccc(-n2nc3c([n+]2[O-])CCc2nonc2-3)cc1 | -2 | -2 |
| COc1ccc(N2C(=O)c3ccccc3NC2(C)C)cc1 | -1 | 6 |
| C=CCOC(=O)C1=C[C@@H](c2coc3ccccc3c2=O)[C@H](CCCO)[C@@H](OCC)O1 | 16 | -1 |
| C[C@H](CO)N1C[C@H](C)[C@@H](CN(C)S(=O)(=O)c2cn(C)cn2)Oc2ccc(NC(=O)Nc3ccc4c(c3)OCO4)cc2C1=O | -12 | -16 |
| Nc1c(O)cccc1C(=O)O | 2 | 1 |
| O=C(CSc1nnc(-c2cccs2)n1Cc1ccco1)Nc1ccc2c(c1)OCO2 | -7 | -4 |
| O=C(COC(=O)c1c(F)cccc1F)NCc1ccc2c(c1)OCO2 | 3 | -14 |
| O=C(Cc1ccc([N+](=O)[O-])cc1)N/N=C/c1ccc([N+](=O)[O-])o1 | -4 | 7 |
| COc1ccc(CNC(=O)c2ccc(S(=O)(=O)N3CCOCC3)cc2)cc1 | -6 | -6 |
| COc1cc(C(C)=O)ccc1OCC(=O)Nc1ccccc1N1CCCCC1 | -37 | 0 |
| Cn1c(/C=C/N2CCOCC2)c(C(=O)c2ccc(Br)cc2)c(=O)n(C)c1=O | 1 | 10 |
| CCC(=O)c1ccc(SC(=O)N(C)C)cc1O | 0 | 4 |
| Cc1ccc(S(=O)(=O)N(C)CC(=O)NC2CCCC2)cc1 | -7 | -15 |
| CNC(=S)NCc1ccc(Cl)cc1 | -11 | -7 |
| Cc1noc(C)c1S(=O)(=O)N(C)C[C@@H]1OCc2cnnn2CCCC(=O)N([C@H](C)CO)C[C@@H]1C | -2 | -1 |
| CN(CC(=O)Nc1ccccc1Cl)C(=O)COC(=O)c1ccc(=O)n(Cc2ccccc2)n1 | -5 | 2 |
| CC1CCCN(C(=O)Cn2nnc(-c3cccnc3)n2)C1 (centres undefined) | -1 | -8 |
| C/C(CC(=O)Nc1ccc(Cl)cc1C(F)(F)F)=N\NC(=O)c1cccs1 | 16 | -3 |
| O=C(NC(C(=O)c1ccccc1)n1cnccc1=O)c1ccccc1 (centres undefined) | 11 | -11 |
| COC(=O)c1ccc2c(=O)[nH]c(COC(=O)c3c(-c4ccccc4Cl)noc3C)nc2c1 | 10 | -1 |
| Cc1ccc(-n2c(N)c(Br)c(=O)[nH]c2=O)cc1C | -3 | 5 |
| COc1ccc(S(=O)(=O)NCCc2nnc3ccc(SCC(=O)Nc4cc(C)on4)nn23)cc1 | -1 | -5 |
| CCOC(=O)c1c(C)nc(C(Cl)(Cl)Cl)nc1N | 10 | -2 |
| CCC(=O)N1CCc2cc(Br)cc(S(=O)(=O)NCC3CCCO3)c21 (centres undefined) | -12 | 2 |
| CCOc1ccc(-c2ccc(SCC(=O)NC3CCCCC3)nn2)cc1 | 6 | -1 |
| CCOc1ccc(CCNC(=O)COC(=O)c2ccc(Br)o2)cc1OCC | 5 | 0 |
| O=C(CSc1ccc(-c2cccnc2)nn1)c1ccc([N+](=O)[O-])cc1 | 20 | -10 |
| Cc1ccc(C(=O)NN2C(=O)C3C(C2=O)C2C=CC3C23CC3)cc1 (centres undefined) | -12 | 7 |
| Cc1cc(C(=O)CSc2nnnn2-c2ccc(O)cc2)c(C)n1Cc1ccc2c(c1)OCO2 | 3 | -4 |
| O=C(O)CC1S/C(=N/N=C/c2ccc(-c3ccc(Cl)cc3[N+](=O)[O-])o2)NC1=O (centres undefined) | -30 | 0 |
| CCn1cnc2cc(NC(=O)COc3ccc(C)cc3)ccc21 | -27 | -1 |
| O=C(C1=C[C@H](C2CC2)C[C@H](OCc2ccc(CO)cc2)O1)N1CCOCC1 | -11 | 13 |
| CC(=O)N1CCN=C1SCc1c(F)cccc1Cl | 4 | -2 |
| C[C@H](CO)N1C[C@H](C)[C@@H](CN(C)S(=O)(=O)c2ccccc2)Oc2ccc(NC(=O)NC3CCCCC3)cc2C1=O | 6 | -9 |
| Brc1cc(Br)c2nc(-c3cccs3)ccc2c1 | -4 | 6 |
| c1ccc(-c2nc(NCc3ccco3)c3ccccc3n2)nc1 | -49 | -5 |
| O=[N+]([O-])c1ccccc1N/N=C/c1c[nH]c2ccccc12 | 82* | -21* |
| NCCNC(=O)c1c(NC(=O)c2ccccc2)sc2c1CCCC2 | 30 | 15 |
| Cc1ccc(-n2c(SCC(N)=O)nc3c([nH]c4ccccc43)c2=O)cc1 | 21 | -4 |
| CC(C)C(=O)Nc1nnc(S(=O)(=O)N2c3ccccc3CC2C)s1 (centres undefined) | -10 | 3 |
| CCOC(=O)c1ccc2c(c1)nc(SC(C)C(=O)NCC1CCCO1)n2CC (centres undefined) | -15 | 8 |
| COC(=O)c1ccc(C)c(NC(=O)CCCN2C(=O)CN(C)C2=O)c1 | 3 | 4 |

This is a subset; rates above refer to the full screens.
